# CCR6 antagonist – antagonists of human CCR6 receptor | P51684 | CHO-K1 CCR6 PathHunter beta-arrestin, luminescence, CCL20-stimulated | inhibition, % at 20 µM | actives 0.49% (n = 340,000) | AID 493098;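 active means compounds whose inhibition of the agonist-driven luminescence signal at 20 µM reaches about 50%, limit read from the data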;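 further: cells stimulated with CCL20 at 14 nM final; plate controls were DMSO with CCL20 for no effect and DMSO without agonist for full effect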
# Target sequence (P51684 whole entry, looked up): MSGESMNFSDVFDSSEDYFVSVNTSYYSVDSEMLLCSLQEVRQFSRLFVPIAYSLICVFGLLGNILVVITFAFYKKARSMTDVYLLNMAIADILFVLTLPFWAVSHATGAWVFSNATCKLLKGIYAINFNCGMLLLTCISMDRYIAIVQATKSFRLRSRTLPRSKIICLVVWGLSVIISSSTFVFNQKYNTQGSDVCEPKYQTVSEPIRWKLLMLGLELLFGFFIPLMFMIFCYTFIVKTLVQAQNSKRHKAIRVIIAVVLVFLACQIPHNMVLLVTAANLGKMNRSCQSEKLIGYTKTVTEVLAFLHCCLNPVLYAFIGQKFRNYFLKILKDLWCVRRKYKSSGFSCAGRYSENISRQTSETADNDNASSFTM
# 697 NFkB inh – lowers PMA/ionomycin-induced NF-kB signal in 697 B cells | 697 B-cell NF-kB luciferase reporter, 16 h | inhibition, % at 4 µM | actives 0.33% (n = 330,000) | AID 435022; in the data active means inhibition above about 35%
# Apaf-1 inh – inhibitors of human Apaf-1 apoptosome; O14727; reconstituted apoptosome caspase-3 activity, DEVD-Rh110 fluorescence; inhibition, % at 20 µM; actives 0.71% (n = 330,000); AID 489030; active means inhibition of at least 40% at 20 µM;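 further: plate controls were DMSO wells for no effect and DEVD-CHO caspase inhibitor wells for full effect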
#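 Assay system: Apoptosome proteins | Medium: pH 7.5 Hepes buffer with CHAPS, BSA, DTT | Also added: Cytochrome c and DEVD-Rh110 substrate | Times: 30 min plus 50 min, RT | Detection: Rhodamine 110 fluorescence at Ex 480/Em 540 nm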
# Gli-Sufu antag – antagonists of Gli-Sufu signaling | Sufu-KO-LIGHT fibroblasts, Gli luciferase reporter luminescence | inhibition, % at 5 µM | actives 0.74% (n = 340,000) | AID 588413;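 active means inhibition above about 55%, limit read from the data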;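 further: 0% = DMSO-treated cells and 100% = wells with medium but no cells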
# Jurkat NFkB inh – lowers PMA/ionomycin-induced NF-kB signal in Jurkat cells | PMA/ionomycin-induced NF-kB luciferase reporter, luminescence | inhibition, % at 4 µM | actives 0.53% (n = 330,000) | AID 435003
# SENP8 inh – SENP8 protease inhibition; Q96LD8; purified SENP8, Z-RLRGG-aminoluciferin cleavage, luminescence; inhibition, % at 10 µM; actives 1.2% (n = 330,000)
# Target sequence (Q96LD8 whole entry, looked up): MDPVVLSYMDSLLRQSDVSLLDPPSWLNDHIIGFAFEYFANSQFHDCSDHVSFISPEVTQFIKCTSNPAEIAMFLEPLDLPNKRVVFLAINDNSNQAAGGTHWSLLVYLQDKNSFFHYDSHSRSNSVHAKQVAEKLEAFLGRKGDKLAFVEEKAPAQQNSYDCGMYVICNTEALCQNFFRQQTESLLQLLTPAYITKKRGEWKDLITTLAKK
# EBI2 antag – blocks human EBI2 receptor beta-arrestin signaling | P32249 | EBI2 beta-arrestin recruitment, luminescence, 7a,25-OHC stimulated | inhibition, % at 5 µM | actives 0.81% (n = 360,000) | AID 651636; in the data active means inhibition above about 38%;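 further: enzyme fragment complementation signal reports receptor beta-arrestin coupling in cells; 0% = agonist plus DMSO wells and 100% = wells without agonist; some results beyond the cut were filed as inactive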
# UBC13 inh – human UBC13 polyubiquitination inhibition | P61088 | UBC13 polyubiquitin chain formation, TR-FRET | inhibition, % at 20 µM | actives 0.47% (n = 330,000) | AID 485273; in the data active means inhibition above about 45%, passing the limit was not always enough
# Target sequence (P61088 whole entry, looked up): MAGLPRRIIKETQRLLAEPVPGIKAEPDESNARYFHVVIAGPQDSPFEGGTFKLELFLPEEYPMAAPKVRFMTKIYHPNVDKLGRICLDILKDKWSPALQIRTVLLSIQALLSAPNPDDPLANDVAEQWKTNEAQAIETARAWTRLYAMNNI
# * hit, by the source's call; . = no result given. Unless noted, no stated cut-off is given here; in the data, active means inhibition above about 50%; inactive means the rest. Not all compounds are listed; the hit share may differ from the screen's.
# Start of the listing, in advance (3 entries):
cpd	compound	CCR6 antagonist	697 NFkB inh	Apaf-1 inh	Gli-Sufu antag	Jurkat NFkB inh	SENP8 inh	EBI2 antag	UBC13 inh
1	COc1ccc(NC(=O)/C(=C\c2cccnc2)NC(=O)c2cccs2)cc1	8	14	-4	2	4	-3	1	-5
2	CCCCOc1ccccc1C1NC(=O)NC(C)=C1C(=O)OCCOC (stereo not drawn)	-6	10	-8	2	-4	-6	-12	6
3	COc1cc(NCC(=O)Nc2cccc(S(=O)(=O)N3CCCCC3)c2)cc(OC)c1OC	12	5	11	-8	5	-5	-8	-26

# Main list, previewed entries included:
cpd	compound	CCR6 antagonist	697 NFkB inh	Apaf-1 inh	Gli-Sufu antag	Jurkat NFkB inh	SENP8 inh	EBI2 antag	UBC13 inh
1	COc1ccc(NC(=O)/C(=C\c2cccnc2)NC(=O)c2cccs2)cc1	8	14	-4	2	4	-3	1	-5
2	CCCCOc1ccccc1C1NC(=O)NC(C)=C1C(=O)OCCOC (stereo not drawn)	-6	10	-8	2	-4	-6	-12	6
3	COc1cc(NCC(=O)Nc2cccc(S(=O)(=O)N3CCCCC3)c2)cc(OC)c1OC	12	5	11	-8	5	-5	-8	-26
4	COc1ccc(C(C)=O)c2c1OCCO2	8	21	-7	-5	4	-4	-1	3
5	COCc1c(C(=O)N2CCN(Cc3nc4ccccc4s3)CC2)oc2ccccc12	12	-21	18	-18	-41	-11	-4	2
6	CC1CCN(C(=O)C2CCN(S(=O)(=O)c3cc(Cl)ccc3Cl)CC2)CC1	14	-3	-13	1	2	-3	-3	18
7	O=C(NC(=S)N(Cc1ccccc1)c1ccccn1)C1CC1	7	-1	-4	-25	-18	3	-15	7
8	COc1ccc(C(C(=O)NCC2CCCO2)N(Cc2ccccc2)C(=O)c2snc(C(N)=O)c2N)cc1OC (stereo not drawn)	-1	12	-2	17	-9	0	1	6
9	CCOC(=O)c1c(C)[nH]c(C(=O)OCC(=O)N(C)CC(=O)Nc2ccccc2Cl)c1C	-12	-6	8	-13	-8	-3	-5	2
10	O=C(CSc1cccc[n+]1[O-])Nc1ccc2c(c1)OCCO2	9	0	0	10	-19	-6	-7	3
11	CC(C)(C)NC(=O)CSc1nccn1Cc1ccccc1	2	-2	1	1	19	-7	5	-4
12	c1cc2ccc3ccc(-n4cnnn4)c4ccc(c1)c2c34	-4	-1	8	-6	-19	6	-7	12
13	Cn1c(/N=C/c2cc(Cl)ccc2O)nc2ccccc21	-10	-4	1	0	-22	6	.	2
14	O=C(O)c1ccc(N/N=C/c2ccc(OC(=O)c3cccc(Cl)c3)cc2)cc1	2	34	11	61*	44	80*	7	-24
15	CCOC(=O)C1CCN(C(=O)c2oc3ccc(S(=O)(=O)N4CC(C)CC(C)C4)cc3c2C)CC1 (stereo not drawn)	16	-37	29	9	16	-7	10	-11
16	O=C(Nc1cccc(Cl)c1)c1cccc(N2C(=O)C3CC=CCC3C2=O)c1 (stereo not drawn)	8	-8	5	-6	14	-15	7	4
17	Cc1ccc2nc(-c3ccc(SCC(=O)O)nc3)[nH]c2c1	11	-42	1	5	-11	2	-3	4
18	CCOC(=O)N1CCN(C(=O)CS(=O)(=O)c2cn(Cc3ccc(F)cc3)c3ccccc23)CC1	10	16	0	-1	10	0	-1	-17
19	Cc1ccc(NC(=O)CSc2ncccn2)cc1S(=O)(=O)N1CCOCC1	0	-15	-4	0	4	1	-14	3
20	CCOc1ccccc1NC(=S)N1CCN(c2cccc(C)c2C)CC1	9	1	19	13	9	-2	17	8
21	NCC12CC3CC(CC(O)(C3)C1)C2	-4	19	-10	-1	2	-1	-16	2
22	CC(=O)c1ccc(N2C(=NC(=O)C(C)C)SC3CS(=O)(=O)CC32)cc1 (stereo not drawn)	13	24	-4	6	-13	7	-3	2
23	O=C(NCCN1CCOCC1)C12CC3CC(C1)CC(c1ccccc1)(C3)C2	3	4	-5	1	-3	3	-21	4
24	O=C(COC(=O)C1COc2ccccc2O1)Nc1ccccc1OC(F)F (stereo not drawn)	-5	-4	-6	-6	-4	-1	-8	0
25	C/C(=N\NC(=O)CN1CCN(Cc2ccccc2)CC1)c1cccs1	4	-11	-19	4	-23	-5	-13	2
26	COc1cc(Cl)c(C)cc1NC(=O)c1ccccc1-n1cnnn1	-2	4	10	4	-7	7	-3	8
27	O=S(=O)(Nc1ccc2c(c1)OCCO2)c1ccc(F)cc1	6	-14	3	1	4	0	-3	-4
28	CCN(CC)S(=O)(=O)c1ccc(NC(=O)C2CCCO2)cc1 (stereo not drawn)	5	-12	-17	-13	2	-8	-7	2
29	COc1ccc(CN2CCCCCC2)cc1	5	-12	0	13	-7	-8	-3	-2
30	C/C(=N\NC(=O)c1ccc(COc2ccccc2)cc1)c1ccncc1	1	-5	-10	2	2	-5	-21	6
31	O=S(=O)(c1ccc(F)cc1)N1CCC(N2CCCC2)CC1	5	-11	13	11	-13	-5	-10	18
32	Cc1ccc(C)c(N2C(=O)C3C4C=CC(CC4)C3C2=O)c1 (stereo not drawn)	9	-7	-6	2	-8	-5	-4	0
33	CC(=O)C1=C(O)C(=O)N(c2ccc(C(=O)O)cc2)C1c1ccc([N+](=O)[O-])cc1 (stereo not drawn)	16	-12	4	-12	-3	-5	-3	-16
34	Cc1sc2nc(C(C)Nc3ccccc3N3CCOCC3)[nH]c(=O)c2c1C (stereo not drawn)	6	-22	2	-3	-8	-6	8	74*
35	CC1S/C(=N/N=C/c2cccs2)NC1=O (stereo not drawn)	4	-37	-10	-7	1	-8	-7	-11
36	CC(C)CCN(C(=O)CCSc1ccc(F)cc1)c1c(N)n(Cc2ccccc2)c(=O)[nH]c1=O	12	-9	-1	0	-3	-3	-3	-8
37	Cc1nnc(SCC(=O)Nc2ncc(Cc3ccc(F)cc3)s2)n1N	1	3	2	-11	-5	-3	5	-13
38	CCCN1CCC(NC(=O)CC2C(=O)NCCN2Cc2ccccc2C)CC1 (stereo not drawn)	6	6	5	20	-3	-7	-6	-8
39	Cc1ccc(CSCCC(=O)NCCc2ccc(Cl)cc2)cc1	6	21	0	4	8	3	13	4
40	O=S(=O)(NCc1cccnc1)c1cccc2cccnc12	-11	17	-22	5	0	4	-2	4
41	CCCNC(=O)C(Cc1ccccc1F)NC(=O)c1ccccn1 (stereo not drawn)	7	-1	-10	-9	9	-2	4	16
42	Cc1ccccc1N(C(=O)CS(=O)CC(=O)Nc1ccc(F)cc1)C(C)C(=O)NC(C)(C)C (stereo not drawn)	-2	-13	4	-17	-5	-1	-19	-1
43	FCCCOc1ccc(-c2nccc(-c3ccc(F)cc3)n2)cc1	-24	2	10	-2	-16	4	-8	2
44	O=C(c1cc(COc2ccc(F)cc2F)on1)N1CCCC(c2ccccc2)C1 (stereo not drawn)	22	0	16	-3	-12	-11	32	-2
45	O=C(CSc1ccc2nnc(-c3ccccn3)n2n1)Nc1ccccc1F	-6	-3	-9	-7	18	4	10	3
46	Cc1ccc(NC(=O)COC(=O)C2CC2C)c(S(=O)(=O)N2CCCCC2)c1 (stereo not drawn)	20	-2	4	3	21	4	-1	5
47	CC(C)OC(=O)Cn1cnc2ccc(Br)cc2c1=O	-7	-22	10	-19	-7	8	3	-7
48	COc1ccccc1OCc1cc(C(=O)N2CCN(C)C(c3ccccc3)C2)no1 (stereo not drawn)	4	-165	15	-46	-111	5	10	-8
49	COc1ccc(C(=O)/C=C/Nc2c(C)n(C)n(-c3ccccc3)c2=O)c(OC)c1	5	-1	-2	-12	-1	-12	-1	-11
50	Cn1c(Cl)c(/C=N/OC(=O)c2ccccc2Cl)c2ccccc21	20	17	8	7	-7	-13	12	-9
51	COc1nnc(-c2ccc(N3CCOCC3)c(NC(=O)c3ccccc3)c2)c2ccccc12	-9	-11	29	15	3	1	18	-2
52	CC(C)CCNCC(O)CON=C1c2ccccc2-c2ccccc21 (stereo not drawn)	-1	11	13	20	-2	-5	-30	25
53	CCCC(=O)N(CCN(C(=O)CCC)c1ccccc1)c1ccccc1	8	-5	-1	10	6	-11	7	6
54	Cc1cc(S(=O)(=O)N2CCOCC2)ccc1NC(=O)c1ccc(F)cc1	-2	-23	-4	-13	-15	1	7	-12
55	Cc1ccc(NC(=O)c2nc[nH]c2C(=O)NCC(=O)OC(C)(C)C)cc1	2	-3	14	-24	14	-6	-40	6
56	Clc1ccc(CN2CCN(/N=C/c3cccnc3)CC2)cc1	-3	18	-10	4	-5	0	5	16
57	CC(NC(=O)C1CCCCC1)c1ccc2c(c1)OCCO2 (stereo not drawn)	2	4	-5	0	-5	-3	1	4
58	O=S(=O)(NCCSc1ccccn1)c1ccc(Br)cc1	2	-1	0	2	3	-2	-6	9
59	NNC(=O)CS(=O)(=O)CS(=O)(=O)CC(=O)NN	0	20	-30	2	1	11	-6	-2
60	CCN1C(=O)[C@H]2[C@@H](c3ccc(-c4ccc(OC)cc4)cc3)N[C@@](Cc3ccccc3)(C(=O)OC)[C@H]2C1=O	-8	-1	-1	1	-3	-18	14	-6

# Single records, from the list above. Order of values: CCR6 antagonist | 697 NFkB inh | Apaf-1 inh | Gli-Sufu antag | Jurkat NFkB inh | SENP8 inh | EBI2 antag | UBC13 inh
# Shown for Clc1ccc(CN2CCN(/N=C/c3cccnc3)CC2)cc1 → -3 | 18 | -10 | 4 | -5 | 0 | 5 | 16
# Shown for Cc1ccccc1N(C(=O)CS(=O)CC(=O)Nc1ccc(F)cc1)C(C)C(=O)NC(C)(C)C (stereo not drawn) → -2 | -13 | 4 | -17 | -5 | -1 | -19 | -1
# Shown for COc1ccccc1OCc1cc(C(=O)N2CCN(C)C(c3ccccc3)C2)no1 (stereo not drawn) → 4 | -165 | 15 | -46 | -111 | 5 | 10 | -8
# Shown for CC(C)CCNCC(O)CON=C1c2ccccc2-c2ccccc21 (stereo not drawn) → -1 | 11 | 13 | 20 | -2 | -5 | -30 | 25

# The list continues.
cpd	compound	CCR6 antagonist	697 NFkB inh	Apaf-1 inh	Gli-Sufu antag	Jurkat NFkB inh	SENP8 inh	EBI2 antag	UBC13 inh
61	O=C(Nc1ccc2c(c1)C(=O)OC2)c1ccc(Cl)cc1	3	1	-2	1	-12	-4	9	10
62	Cn1c(=O)oc2cc(S(=O)(=O)NCCC(=O)N3CCN(c4ccccc4)CC3)ccc21	3	8	3	2	15	8	1	-5
63	COc1ccccc1C(=O)Nc1ccc(Br)c2cccnc12	6	-3	14	-7	-13	8	15	12
64	C=CCn1c(CCCOc2ccc(Cl)cc2Cl)nnc1SCC(=O)Nc1nccs1	7	24	2	-6	47	6	0	0

# Along the list, from the results shown:
# Gli-Sufu antag, entries 61–64 → 1, 2, -7, -6

# Some of these compounds in order of their number in CCR6 antagonist, falling.
no. | SMILES | CCR6 antagonist | 697 NFkB inh | Jurkat NFkB inh | EBI2 antag | UBC13 inh
20 | CCOc1ccccc1NC(=S)N1CCN(c2cccc(C)c2C)CC1 | 9 | 1 | 9 | 17 | 8
4 | COc1ccc(C(C)=O)c2c1OCCO2 | 8 | 21 | 4 | -1 | 3
23 | O=C(NCCN1CCOCC1)C12CC3CC(C1)CC(c1ccccc1)(C3)C2 | 3 | 4 | -3 | -21 | 4
59 | NNC(=O)CS(=O)(=O)CS(=O)(=O)CC(=O)NN | 0 | 20 | 1 | -6 | -2
60 | CCN1C(=O)[C@H]2[C@@H](c3ccc(-c4ccc(OC)cc4)cc3)N[C@@](Cc3ccccc3)(C(=O)OC)[C@H]2C1=O | -8 | -1 | -3 | 14 | -6
9 | CCOC(=O)c1c(C)[nH]c(C(=O)OCC(=O)N(C)CC(=O)Nc2ccccc2Cl)c1C | -12 | -6 | -8 | -5 | 2
